Screens from PubChem BioAssay.
pPAFAH inh = pPAFAH (human) enzyme inhibition; recombinant pPAFAH, FP-rhodamine probe fluorescence polarization; inhibition, % at 3.39 µM; actives 1.5% (n = 330,000); AID 463082;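 active = inhibition above the mean inhibition across the screen plus 3 SD, cut at about 25% in these data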;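 note: inhibitors block binding of the rhodamine activity-based probe so polarization drops; 0% = enzyme with DMSO and 100% = wells lacking pPAFAH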
Target sequence (Q13093 whole entry, looked up): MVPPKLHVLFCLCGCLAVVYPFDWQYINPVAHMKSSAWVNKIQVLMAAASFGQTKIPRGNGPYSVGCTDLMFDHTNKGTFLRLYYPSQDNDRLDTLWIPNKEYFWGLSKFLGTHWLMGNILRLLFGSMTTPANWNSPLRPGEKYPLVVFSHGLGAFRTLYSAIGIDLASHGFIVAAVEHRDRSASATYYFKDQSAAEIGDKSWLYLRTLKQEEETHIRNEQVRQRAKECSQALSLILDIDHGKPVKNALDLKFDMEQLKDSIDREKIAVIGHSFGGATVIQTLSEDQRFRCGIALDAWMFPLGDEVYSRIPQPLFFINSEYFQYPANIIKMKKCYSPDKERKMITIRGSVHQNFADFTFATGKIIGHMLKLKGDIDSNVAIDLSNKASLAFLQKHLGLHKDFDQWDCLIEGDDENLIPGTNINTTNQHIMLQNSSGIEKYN
PAFAH1B3 FP inh = blocks human PAF acetylhydrolase 1B catalytic subunit 3; Q15102; recombinant PAFAH1B3, FP-rhodamine probe, fluorescence polarization; inhibition, % at 3.39 µM; actives 0.28% (n = 340,000);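 active = inhibition above the screen-wide average of all tested compounds plus 3 SD, cut at about 25% in these data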;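 note: 0% = enzyme with DMSO only and 100% = wells lacking PAFAH1B3 protein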
LYPLA1 inh = blocks human lysophospholipase 1, a PME1 counter-screen. actives 0.16% (n = 320,000). AID 2174. recombinant LYPLA1, FP-Rh probe fluorescence polarization. inhibition, % at 5.9 µM;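 active = inhibition above the mean of all tested compounds plus 3 SD, set per campaign, cut at about 14% in these data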;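 note: inhibitors block serine hydrolase probe labeling of LYPLA1 so polarization falls; 0% = enzyme with DMSO and 100% = wells lacking LYPLA1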
PME-1 primary = PME-1 (human) inhibition. Q9Y570. recombinant PME-1, FP-Rh probe fluorescence polarization. inhibition, % at 5.9 µM. actives 0.53% (n = 320,000);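 active = inhibition above the campaign mean of all compounds plus 3 SD, cut at about 26% in these data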;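 note: competitive labeling of PME-1 active site by serine hydrolase directed probe; 0% = PME-1 with DMSO and 100% = wells lacking PME-1 enzyme; inhibitors block probe labeling so polarization falls and inhibition rises; many of its hits are not listed in these tables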
LYPLA2 inh = blocks human lysophospholipase 2, a PME1 counter-screen. O95372. recombinant LYPLA2, FP-Rh probe fluorescence polarization. inhibition, % at 5.9 µM. actives 0.38% (n = 320,000). AID 2177;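 active = inhibition above the screen-wide mean plus 3 SD, limit set per campaign, cut at about 26% in these data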;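 note: 0% = LYPLA2 with DMSO and 100% = wells lacking LYPLA2 enzyme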
GSTO1 counter = GSTO1 inhibition, counter-screen for RBBP9 inhibitors; recombinant GSTO1, activity-based probe fluorescence polarization; inhibition, % at 5.96 µM; actives 1.1% (n = 300,000);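 active = inhibition above the campaign mean inhibition plus 3 SD, cut at about 35% in these data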;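 note: 0% = GSTO1-1 with DMSO and 100% = wells lacking GSTO1-1 enzyme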
Target sequence (P78417 whole entry, looked up): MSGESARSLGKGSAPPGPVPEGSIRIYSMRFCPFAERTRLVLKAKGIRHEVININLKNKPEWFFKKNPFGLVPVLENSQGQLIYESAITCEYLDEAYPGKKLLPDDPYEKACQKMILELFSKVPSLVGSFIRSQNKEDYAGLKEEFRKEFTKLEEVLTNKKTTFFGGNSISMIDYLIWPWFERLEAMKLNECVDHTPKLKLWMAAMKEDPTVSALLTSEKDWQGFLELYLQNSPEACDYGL
PAFAH2 inh = inhibitors of human PAFAH2; Q99487; recombinant PAFAH2, FP-rhodamine activity probe, fluorescence polarization; inhibition, % at 3.39 µM; actives 0.99% (n = 340,000); AID 492956;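 active = inhibition above the mean over all tested compounds plus 3 SD, cut at about 30% in these data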;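 note: inhibitors block probe labeling of enzyme so polarization drops; 0% = enzyme with DMSO and 100% = wells lacking PAFAH2 protein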
PAFAH1B2 FP inh = PAFAH1B2 (human) inhibition | P68402 | recombinant PAFAH1B2, FP-rhodamine activity probe, fluorescence polarization | inhibition, % at 3.39 µM | actives 1.2% (n = 340,000);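 active = inhibition above the mean of all tested compounds plus 3 SD, cut at about 24% in these data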;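 note: 0% = enzyme with DMSO and 100% = wells lacking PAFAH1B2; many of its hits are not listed in these tables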
Target sequence (P68402 whole entry, looked up): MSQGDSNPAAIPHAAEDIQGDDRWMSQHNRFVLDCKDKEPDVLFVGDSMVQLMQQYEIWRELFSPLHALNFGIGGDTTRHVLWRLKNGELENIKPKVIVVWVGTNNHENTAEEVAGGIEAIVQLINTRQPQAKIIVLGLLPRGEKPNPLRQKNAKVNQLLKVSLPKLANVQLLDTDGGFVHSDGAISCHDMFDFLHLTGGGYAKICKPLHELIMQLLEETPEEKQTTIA
PAD4 inh = inhibitors of human PAD4; recombinant PAD4, RCA probe fluorescence polarization; inhibition, % at 6.36 µM; Q9UM07; actives 0.41% (n = 330,000); AID 485272;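 active = percent inhibition above a cutoff equal to the mean of all tested compounds plus 3 SD, cut at about 15% in these data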;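 note: 0% = PAD4 with RCA probe and DMSO and 100% = probe without PAD4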
* hit, by the source's call; x = no result given; & = joins results of further samples. Some of the compounds tested (hit frequency here may not be typical).

SMILES	pPAFAH inh	PAFAH1B3 FP inh	LYPLA1 inh	PME-1 primary	LYPLA2 inh	GSTO1 counter	PAFAH2 inh	PAFAH1B2 FP inh	PAD4 inh
COc1ccc(C(=O)C2CCCN(C(=O)c3cccc(Cl)c3F)C2)cc1OC (configuration not stated)	-2	3	3	19	-4	-2	11	0	3
Cc1ccc(NNC(=O)c2c(F)cccc2Cl)cc1C	0	4	-2	4	-5	12	9	4	5
Cc1ccc(C2(C)NC(=O)N(CC(=O)NNC(=O)c3ccoc3C)C2=O)cc1 (configuration not stated)	-3	0	0	2	-1	1	3	-2	5
C=C(C)C(=O)Nc1cccc(C2=NOC3(C2)C[C@@H](C(N)=O)N(C(=O)[C@H]2CCC(=O)N2)C3)c1 (some centres not stated)	2	-10	-3	-4	1	8	-4	1	-2
CCOc1ccc(NC(=O)N2CCCC2C(=O)NCc2ccco2)cc1 (configuration not stated)	1	4	1	-8	-3	2	-6	0	1
CCOC(=O)NC(Nc1sc2c(c1C(=O)OC)CCN(C)C2)(C(F)(F)F)C(F)(F)F	-3	6	-1	2	-3	8	-1	1	3
CCOc1ccc(OCCC(=O)OCC(=O)c2c(N)n(C)c(=O)n(C)c2=O)cc1	2	0	-1	1	3	-2	2	1	1
Cc1cc(NS(=O)(=O)c2ccc(NC(=O)CCCOc3ccccc3C)cc2)no1	1	9	-1	2	-2	1	0	0	-2
O=C(NN=C1C2CC3CC(C2)CC1C3)c1cccs1	3	9	-1	-3	-3	-1	0	3	2
CCOC(=O)[C@H]1[C@H]2COc3ccc(Cl)cc3[C@@H]2N2C(=O)CN(Cc3ccc(OC)cc3)C(=O)[C@@]12C	2	9	3	9	3	x	-1	2	4
COc1ccc(Cc2nnc(SCC(=O)NC(C)c3ccccc3)o2)cc1 (configuration not stated)	5	-3	4	-5	-1	-3	-7	5	-1
O=C(c1cccc([N+](=O)[O-])c1)N1CCCN(C(=O)c2cccc([N+](=O)[O-])c2)CC1	5	3	-3	1	0	2	-13	1	-5
O=C1NN(c2ccccc2)C(=O)/C1=C/c1ccc(-c2ccc(C(=O)O)cc2)o1	20	12	0	-4	2	-14	31*	8	-1
CC(=O)c1cccc(NC(=O)CCc2nnc3ccc(N4CCN(C)CC4)nn23)c1	7	3	1	-2	6	-4	5	0	-1
O=C(O)CCCCCCCCc1cn(Cc2ccc(C(=O)c3ccccc3)cc2)nn1	-4	1	3	-4	17	3	4	1	2
COc1ccc(S(=O)(=O)Nc2nnc(C)s2)cc1	1	4	5	-3	0	1	2	8	-3
O=C(Nc1ccccc1)c1cccc(N2C(=O)C3C4CC(C(Br)C4Br)C3C2=O)c1 (configuration not stated)	0	4	-6	-4	-6	2	5	3	6
CCCCCCCCCCC(=O)NNC(=O)c1c(O)c2ccccc2n(CC)c1=O	4	x	-1	-4	1	2	x	x	-5
COc1cc(NC(=O)c2cccs2)c(OC)cc1NC(=O)CCC(=O)Nc1ccc(C)cc1	11	5	-3	-5	-5	-2	4	2	-2
COc1ccc(Cl)cc1NC(=O)c1nc2nc(C)cc(C(F)F)n2n1	0	1	2	-3	0	-13	2	-3	-4
COC(=O)COc1ccc(NC(=O)C2CCCO2)cc1 (configuration not stated)	-5	5	4	-2	3	4	2	-3	-5
CC(C)(NC(=O)N1CCCC1)c1cccc(C(C)(C)NC(=O)N2CCCC2)c1	-2	1	-3	1	-4	-3	0	-7	0
CCCc1nc(-c2cc3ccccc3[nH]c2=O)no1	0	3	1	-3	8	11	8	1	3
Cc1ncsc1C(=O)NCc1ccc(N2CCCC2=O)cc1	1	3	2	0	2	-11	3	2	-5
COc1cc(OC)cc(C(=O)Oc2c(CN3CCOCC3)cc(Cl)c3cccnc23)c1	2	-1	3	1	10	0	0	2	-10
COC(=O)[C@@H]1CC[C@H](C)[C@@H](c2ccc(C)cc2)N1C(=O)c1ccc(/C=N/OCC[C@@H]2C=C[C@H](OC(C)=O)[C@@H](COC(C)=O)O2)cc1	7	x	3	2	5	8	x	x	2
CC1(C)C(=O)NCCN1C(=O)CCC(=O)O	2	11	2	4	-2	3	-3	2	0
FCCCOc1ccc(-c2nccc(-c3ccc(Cl)cc3)n2)cc1	-3	-9	1	-3	-1	8	-4	-1	-2
NC(=O)CSc1nnc(Cc2ccc3c(c2)OCO3)n1C1CCCCC1	-3	0	0	-1	-1	0	8	3	-2
CN(CC(=O)Nc1ccc(F)c(F)c1)S(=O)(=O)c1cccc2nsnc12	2	4	2	3	7	0	0	4	-2
COc1ccc(N(CC(=O)NN=C2CCCC2)S(=O)(=O)c2ccccc2)cc1	1	-3	1	8	8	-2	8	-2	1
CSc1ccc(CN2CCN(S(=O)(=O)Cc3ccccc3)CC2)cc1	-2	6	0	9	4	0	-4	3	-5
CN(C)S(=O)(=O)n1cc(/C=C(\NC(=O)c2ccccc2Cl)C(=O)NCCN2CCOCC2)c2ccccc21	5	7	2	-3	9	4	4	4	-1
COc1ccc(N(CC(=O)Nc2ccc(C)c(C)c2)S(=O)(=O)c2c(C)noc2C)cc1	5	9	4	-4	10	-2	-2	1	-3
Cc1cc(S(=O)(=O)Nc2ccc(C(=O)N3CCN(c4ccccc4O)CC3)cc2)ccc1F	13	2	2	0	2	-2	5	2	-4
O=C(N/N=C/c1ccc(F)cc1)c1ccncc1	-1	12	3	-4	6	7	4	-3	3
O=C(Nc1ccc(Cl)c(Cl)c1)c1ccncc1	-4	3	-10	-10	-10	-5	-5	2	6
O=C(Nc1ccc(N2CCOCC2)c(Cl)c1)c1cc2ccccc2o1	7	3	2	-18	7	1	-4	-2	-4
O=C(Nc1cccnc1)C(Cc1ccccc1)n1cccc1 (configuration not stated)	0	10	0	-3	1	0	0	5	-6
CCCCC1=CC2=C(c3ccco3)C(=O)C(C)(OC(=O)c3ccc(OC)cc3)C(=O)C2=CN1Cc1ccco1 (configuration not stated)	16	8	4	1	4	6	11	7	-4
O=S(=O)(c1ccc(NCc2ccc(F)cc2)nc1)N1CCCC1	5	8	3	3	2	-5	-7	3	3
COc1cc(CN2CCC(C(=O)NC3CCCC3)CC2)cc(Br)c1O	-2	2	0	4	0	6	0	3	2
CC1(C)CC(NC(=O)c2cc(S(=O)(=O)N3CCOCC3)c(Cl)cc2Cl)CC(C)(C)N1	-2	-4	0	-5	-4	-4	-4	-3	-4
Cc1onc(-c2ccccc2)c1C(=O)OCC(=O)N(CC(C)C)c1c(N)n(Cc2ccccc2)c(=O)[nH]c1=O	7	9	-1	-1	3	4	-2	-3	1
Nc1nc(COC(=O)C2CC(=O)N(CCc3ccccc3)C2)nc(Nc2ccccc2)n1 (configuration not stated)	10	7	3	1	-1	x	13	14	0

Next section (4 carried over from the part before).
SMILES	pPAFAH inh	PAFAH1B3 FP inh	LYPLA1 inh	PME-1 primary	LYPLA2 inh	GSTO1 counter	PAFAH2 inh	PAFAH1B2 FP inh	PAD4 inh
COc1cc(CN2CCC(C(=O)NC3CCCC3)CC2)cc(Br)c1O	-2	2	0	4	0	6	0	3	2
CC1(C)CC(NC(=O)c2cc(S(=O)(=O)N3CCOCC3)c(Cl)cc2Cl)CC(C)(C)N1	-2	-4	0	-5	-4	-4	-4	-3	-4
Cc1onc(-c2ccccc2)c1C(=O)OCC(=O)N(CC(C)C)c1c(N)n(Cc2ccccc2)c(=O)[nH]c1=O	7	9	-1	-1	3	4	-2	-3	1
Nc1nc(COC(=O)C2CC(=O)N(CCc3ccccc3)C2)nc(Nc2ccccc2)n1 (configuration not stated)	10	7	3	1	-1	x	13	14	0
NC(=O)c1ccc(N2CCN(c3ccc(O)cc3)CC2)c([N+](=O)[O-])c1	16	3	9	-1	32*	10	0	-8	-1
COc1cccc(CNCc2ccccc2Br)c1OC	2	-1	0	-8	3	0	6	4	3
Cc1ccccc1C(=O)NNC(=S)Nc1cccc(C(F)(F)F)c1	11	4	-1	3	2	-3	-2	5	2
CCn1cc(CNC(=O)/C=C/c2cnn(C)c2)c(C)n1	-3	2	-1	-1	-4	1	-1	2	-6
CC(=O)CC(=O)Nc1ccc(Cl)cn1	0	1	-3	-1	-4	8	-4	-4	0
Cc1nc2ccccn2c1CN(C)C(=O)C1CCC(=O)N(CCc2cccc(F)c2)C1 (configuration not stated)	3	10	-3	-6	-2	3	1	2	2
CCCCCc1ccc(-c2ccc(/C=C/C(N)=O)cc2)nc1	2	8	-4	5	-3	-1	-6	9	-1
CCN1CCN(C(=O)c2ccc(N3CC4CC(C3)c3cccc(=O)n3C4)c(NC(=O)c3cc(OC)cc(OC)c3)c2)CC1 (configuration not stated)	5	7	-4	0	2	-5	5	1	-4
COc1cc(OC)cc(C(=O)N[C@H](C(=O)Nc2cc(F)ccc2C)C(C)C)c1	0	-4	-3	-8	-7	1	-11	-1	-2
O=C(Nc1ccccc1F)c1ccccc1-c1ccc(C(F)(F)F)cc1	1	2	0	0	-7	-1	6	4	-1
Cc1nc(NS(=O)(=O)c2ccccc2)sc1C(=O)NN	20	x	-3	2	1	12	x	x	-3
Fc1cccc(Nc2ncnc3sc4c(c23)CCC4)c1	-4	6	-5	3	1	-7	4	0	-6
CCn1nnc(NC(=O)c2c(OC)cccc2OC)n1	3	10	2	5	5	1	6	1	1
Cc1cc(NS(=O)(=O)c2ccc(NC(=O)NC3CCCCC3)cc2)no1	-3	0	1	-6	1	-4	-2	1	2
O=C(O)c1ccc(Cn2c(SCc3cc(=O)n4cc(Br)ccc4n3)nc3ccsc3c2=O)cc1	-11	x	-37	-4	-1	12	x	x	-4
Cc1cc(C)n(CCCNC(=O)Cn2nnnc2CN2C[C@@H](C)O[C@@H](C)C2)n1	2	9	1	0	-2	-1	-3	3	0
O=C1CSC(c2cn(-c3ccccc3)nc2-c2cc3ccccc3oc2=O)N1Cc1cccnc1 (configuration not stated)	-5	-2	-1	1	-5	-10	1	10	-7
O=C(OCC(=O)N1CCCc2ccccc21)c1ccc(Br)o1	6	3	-1	4	4	0	17	5	-4
CN(C(=O)COC(=O)/C=C/c1ccc2ccccc2n1)c1c(N)n(Cc2ccccc2)c(=O)[nH]c1=O	2	4	0	-9	0	x	2	0	1
Cn1c(=O)c(S(=O)C2CCCCC2)c(O)c2ccccc21 (configuration not stated)	-2	11	2	5	3	-5	-4	6	-4
Cc1ccc(S(=O)(=O)Nc2cc(C)c(O)cc2C)cc1	-2	x	-1	4	0	10	x	x	2
CCOC(=O)C(=O)/C(C#N)=C/Nc1ccc(F)cc1	-1	5	0	-3	1	6	3	6	5
CCOCCOC(=O)c1ccc(-n2cncn2)nc1	-3	-2	2	2	0	6	4	1	1
COc1ccc2c(c1)OC1(C)CC2C(C(=O)c2ccccc2OC)C(=O)N1 (configuration not stated)	4	1	-1	1	-3	8	-2	3	0
Cn1nc(C(F)(F)F)c(-c2cccc(C(F)(F)F)c2)c1NC(=O)c1ccco1	6	-3	-4	-7	0	27	-1	-1	1
CCOC(=O)CCNCc1ccc(F)cc1	1	-2	-1	1	5	1	5	4	-3
Cc1ccc(S(=O)(=O)NC2=C(N3CCN(c4ccccc4F)CC3)C(=O)c3ccccc3C2=O)cc1	8	8&3	1	11	-3	12	2&7	8&8	1
CCN(CC)CCCNC1=C(Cl)C(=O)c2ccccc2C1=O	4	19	-3	0	5	66*	-4	3	-10
Cc1nc2ccc(NC(=O)Cc3ccsc3)cc2s1	-6	3	-3	3	-3	5	-8	-2	-5
